KDM5B inh: inhibitors of human KDM5B histone demethylase; KDM5B demethylase, FDH-coupled NADH fluorescence (FDH is formaldehyde dehydrogenase); Potency, µM (highest dose often 57.7 µM), for inactives: at the highest dose activity change, negative = inhibition, usual class: inhibitors; AID 1347165; 2.6% of 220,000 active; Q9UGL1; active means well fitted inhibition curve with a large enough effect; inconclusive means small, poorly fitted or top-dose-only effect; inactive means no such curve, though single readings can be large or run the other way; further: 0% is about no effect; nearly all actives have a fitted effect of over 70% in size
Target sequence (Q9UGL1 whole entry, looked up): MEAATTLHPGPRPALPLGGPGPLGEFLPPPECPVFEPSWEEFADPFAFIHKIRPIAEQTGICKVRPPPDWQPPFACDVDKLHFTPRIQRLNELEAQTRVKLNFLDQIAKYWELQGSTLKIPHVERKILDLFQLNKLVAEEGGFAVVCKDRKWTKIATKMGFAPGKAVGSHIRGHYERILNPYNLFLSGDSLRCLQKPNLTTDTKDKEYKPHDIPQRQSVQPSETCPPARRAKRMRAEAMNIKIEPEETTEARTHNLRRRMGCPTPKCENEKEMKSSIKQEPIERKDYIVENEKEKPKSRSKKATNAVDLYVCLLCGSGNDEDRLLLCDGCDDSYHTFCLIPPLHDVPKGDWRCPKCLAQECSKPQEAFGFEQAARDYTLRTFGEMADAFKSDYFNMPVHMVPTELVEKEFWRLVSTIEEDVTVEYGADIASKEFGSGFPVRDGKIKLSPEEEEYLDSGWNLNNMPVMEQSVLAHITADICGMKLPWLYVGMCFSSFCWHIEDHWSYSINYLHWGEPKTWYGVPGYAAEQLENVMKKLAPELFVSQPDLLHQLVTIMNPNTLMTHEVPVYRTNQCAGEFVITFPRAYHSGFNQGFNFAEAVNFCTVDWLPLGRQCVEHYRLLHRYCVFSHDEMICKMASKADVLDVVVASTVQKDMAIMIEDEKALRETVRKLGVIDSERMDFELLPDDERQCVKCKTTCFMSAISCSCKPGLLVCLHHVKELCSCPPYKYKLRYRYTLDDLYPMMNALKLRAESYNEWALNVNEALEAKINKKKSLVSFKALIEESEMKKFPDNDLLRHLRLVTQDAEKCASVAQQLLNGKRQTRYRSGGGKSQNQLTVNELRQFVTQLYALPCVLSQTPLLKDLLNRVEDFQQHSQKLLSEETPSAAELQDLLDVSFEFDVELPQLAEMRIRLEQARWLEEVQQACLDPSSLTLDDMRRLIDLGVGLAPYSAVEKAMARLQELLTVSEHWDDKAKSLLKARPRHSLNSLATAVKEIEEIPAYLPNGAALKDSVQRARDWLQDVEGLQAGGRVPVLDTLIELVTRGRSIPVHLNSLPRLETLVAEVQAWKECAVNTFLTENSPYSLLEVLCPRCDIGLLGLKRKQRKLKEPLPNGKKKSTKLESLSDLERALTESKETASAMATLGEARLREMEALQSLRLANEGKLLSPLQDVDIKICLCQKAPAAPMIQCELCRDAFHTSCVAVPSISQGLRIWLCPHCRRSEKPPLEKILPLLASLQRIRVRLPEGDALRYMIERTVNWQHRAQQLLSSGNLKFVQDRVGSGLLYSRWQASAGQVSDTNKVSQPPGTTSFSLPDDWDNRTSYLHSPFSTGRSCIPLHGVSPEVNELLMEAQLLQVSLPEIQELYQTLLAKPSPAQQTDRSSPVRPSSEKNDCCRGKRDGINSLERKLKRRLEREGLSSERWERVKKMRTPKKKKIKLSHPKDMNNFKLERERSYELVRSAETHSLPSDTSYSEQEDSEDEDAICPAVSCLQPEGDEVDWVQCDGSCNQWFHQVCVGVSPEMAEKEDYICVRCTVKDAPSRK
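Compound dilutions met 200 nM (final) KDM5BΔAP for 10 min at room temperature before substrate addition. The substrate mix held 12.5 µM H3K4me3 with cofactors 25 µM α-ketoglutarate and 50 µM Fe²⁺. NADH signal gain over 30 min defined activity.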
* = called active by the depositor; i = inactive; ? = inconclusive; & = joins results of further samples; [ ] = remark or other dose. Potency means the concentration at half of the fitted maximal effect. Not all compounds are listed; rates above refer to the full screens.

Start of the listing, in advance, five compounds:
KDM5B inh | mol
-8% | C[C@H](O)[C@@H]1C(=O)N2CCc3c([nH]c4c(-c5ccc6c(c5)OCO6)cccc34)[C@@H]2C[C@@H]1N(C)C(=O)OCc1ccccc1
22% | Cc1ccc(-n2cccc2C=O)c(C)c1
-16% | N#Cc1ccc(C(=O)Nc2ccc(Cl)c(-c3nc4cc(Cl)ccc4o3)c2)c(F)c1
-15% | O=C(COc1ccc(F)cc1)Nc1ccccc1C(=O)OCc1cc(=O)n2nc(C3CC3)sc2n1
-79% | CN(C)c1ccc(-c2cc(-c3ccccc3)nc(-c3ccccc3)c2)cc1

The list itself, repeating the preview:
KDM5B inh | mol
-8% | C[C@H](O)[C@@H]1C(=O)N2CCc3c([nH]c4c(-c5ccc6c(c5)OCO6)cccc34)[C@@H]2C[C@@H]1N(C)C(=O)OCc1ccccc1
22% | Cc1ccc(-n2cccc2C=O)c(C)c1
-16% | N#Cc1ccc(C(=O)Nc2ccc(Cl)c(-c3nc4cc(Cl)ccc4o3)c2)c(F)c1
-15% | O=C(COc1ccc(F)cc1)Nc1ccccc1C(=O)OCc1cc(=O)n2nc(C3CC3)sc2n1
-79% | CN(C)c1ccc(-c2cc(-c3ccccc3)nc(-c3ccccc3)c2)cc1
-9% | O=C(CCc1ncc(-c2ccc(F)cc2F)o1)N1CCN(c2ccccc2)CC1
-6% | CCOc1nc2c(c(=O)n(C)c(=O)n2C)n1Cc1ccccc1Cl
-1% | CCCC(=O)NCc1nnnn1-c1ccc(OCC)cc1
-2% | Cc1c(Cl)cccc1NC(=O)c1ccc2c(c1)CCN2S(=O)(=O)c1ccccc1
10% | COCCN(C)C[C@H]1C[C@@H](CO)CN(C(=O)c2ccc(C)c(Cl)c2)C1
12%&-18% | CCOc1ccc(C2CC(=O)Nc3c2c(=O)[nH]c2ncnn32)cc1 (stereo not drawn)
10% | O=C(Nc1cccc(-c2nc3ccccc3o2)c1)C1CCCC1
4% | COCCN1C(=O)c2cccn2CC1CNC(=O)c1ccc(OC)c(OC)c1 (stereo not drawn)
9% | CCc1nnc(NC(=O)CCNC(=O)c2ccco2)s1
? | COc1cc(Cl)c(NC(=O)c2cc(S(=O)(=O)N3CCOCC3)cn2C)c(OC)c1

Further structures.
KDM5B inh | mol
0% | O=C(Nc1ccc2nc3n(c(=O)c2c1)CCCCC3)C(=O)N1CCN(c2ccc(F)cc2)CC1
8% | CC(C)n1nc(C(=O)N2CCC(C(=O)O)CC2)c2ccccc2c1=O
-20% | CCC1CN(C(=O)Nc2ccccc2C(F)(F)F)c2ccccc2S1 (stereo not drawn)
9%[115 µM] | C[S+](=O)([O-])c1ccc(-c2cc(C(=O)NCc3cccnc3)nn3cccc23)cc1
-31% | Cc1ccc(NC(=O)/C=C/c2ccccc2Cl)cc1Cl
-17% | CN(CC1CCOC1)C(=O)c1ccccc1C(F)(F)F (stereo not drawn)
-5% | CN(Cc1cccnc1)c1nc2c(c(=O)[nH]1)CCN(Cc1ccccc1Cl)CC2
7% | Cc1ccc(NC(=O)c2sc3c(c2C)C(c2cccnc2)CC(=O)N3)cc1 (stereo not drawn)
? | Cc1ccc(-c2cc(C(=O)OCC(=O)NC3CC3)c3ccccc3n2)cc1
-13% | COC(=O)CNC(=O)COC(=O)c1cc(=O)c2ccccc2o1
-16% | CCOc1ccc(NC(=O)c2cccc(Nc3ccnc(-c4ccc(F)cc4)n3)c2)cc1
-16% | N#Cc1ccc(C(=O)NC(c2cccs2)C2CC2)cc1 (stereo not drawn)
-25% | COC(=O)c1c(SC)nc2ccccc2c1OCc1ccc(Br)cc1
22% | COCCc1noc([C@@H]2CC(F)(F)CN2C(=O)c2ccccn2)n1
6% | CCn1nc(C(C)C)cc1C(=O)N1CCc2onc(-c3cccc(F)c3)c2C1

Next section.
KDM5B inh | mol
? | CCc1nc2cc(N3CCC(C(=O)NCc4cc(F)cc(F)c4)CC3)cnc2nc1CC
-23% | O=C(Nc1ccc(C(=O)Nc2cccc3ncccc23)cc1)c1ccccc1
-21% | CCCc1ccc(C(=O)C(C)OC(=O)c2c(OC)cccc2OC)cc1 (stereo not drawn)
68%[activator] | COC(=O)C(=N/Nc1ccccc1C(=O)OC)/C(C)=N/O
-3% | Cc1noc(C)c1S(=O)(=O)N1CCCC(Cc2nncn2C(C)C)C1 (stereo not drawn)
5% | CCCn1nc(C(=O)Nc2ncc(Cc3ccc(F)cc3)s2)ccc1=O
28%&-1% | CSc1ncc(Cl)c(C(=O)Nc2ccc(NC(C)=O)cc2)n1
10% | O=C(COc1ccc(-c2nnc(Nc3ccccc3)c3ccccc23)cc1)N1CCCCC1
22%[115 µM] | O=C1NC(=NC2CCCC2)C2(CCN(CC3CCCCC3)C2)N1c1cccnc1 (stereo not drawn)
-6% | Cc1ccc2cc3cc(C(=O)N4CCN(c5ccccc5)CC4)sc3nc2c1
-19% | CC(=O)Nc1ccc(NC(=O)CN2C(=O)NC(c3ccc(C)cc3)C3=C2COC3=O)cc1 (stereo not drawn)
-9% | O=C(N/N=C1/CCSC1)C1CCCCC1
? | OC[C@H]1C[C@@H](NCc2cccnc2)[C@H](O)[C@@H]1O
-16% | CCOC(=O)CSc1nc2ccccc2c(=O)n1-c1ccccc1OCC
-27% | CCOC(=O)CN(C)Cc1cc(=O)oc2cc(C)c(Cl)cc12

Copied from above (2 entries):
KDM5B inh | mol
-16% | CCOC(=O)CSc1nc2ccccc2c(=O)n1-c1ccccc1OCC
-27% | CCOC(=O)CN(C)Cc1cc(=O)oc2cc(C)c(Cl)cc12

Other structures follow.
KDM5B inh | mol
-14% | Cc1ccc(CCNC(=O)c2ccc3c(c2)N(Cc2cccc(F)c2)C(=O)c2ccccc2S3)cc1
-7%[86.2 µM] | CN(C(=O)Nc1ccccc1)C1CCOc2ccccc21 (stereo not drawn)
-13%[115 µM] | Cc1ccc(-c2cccc(CN3CCN(c4ccc(Cl)nn4)C(=O)C3)c2)c(C)c1
-28% | O=C(NCC1CCN(Cc2cccc(Cl)c2)CC1)Nc1cc(Cl)ccc1Cl
6% | COc1ccccc1NC(=O)CSCc1cc(=O)c2cccc(Cl)c2[nH]1
-5% | CC1(C)CC(=O)C2=C(C1)Nc1nc(N)[nH]c(=O)c1C2c1ccc(Cl)cc1 (stereo not drawn)
0%&25% | Cc1cccc2c(C(=O)O)cc(-c3ccccn3)nc12
-22% | Cc1ccc(N/N=C/c2ccc(C(C)(C)C)cc2)cc1Cl
-2% | C#CCSc1nnc(CNS(=O)(=O)c2ccc(Br)cc2)n1C
? | CN(C(=O)C1(N)CC1)C1CCCN(CCCc2ccccc2)C1 (stereo not drawn)
? | CCOc1ccc(-n2nc(CO)c(C(=O)NCCCc3ccccc3)n2)cc1
21% | O=C(CN1CCN(Cc2ccc3c(c2)OCO3)CC1)NCC(F)(F)F
6%[86.2 µM] | Cc1cc(C(=O)N[C@H](C)c2c(-c3ccc(F)cc3)noc2C(=O)O)nn1C
9% | CCOC(=O)c1sc(NC(=O)C2CC(=O)N(c3ccc(C)c(C)c3)C2)nc1C (stereo not drawn)
-13% | Cc1ccc(OCC(=O)Nc2ccc(OCc3cc(=O)n4ccsc4n3)cc2)cc1C

Next part.
KDM5B inh | mol
-21% | COCCc1nncn1C1CCN(S(=O)(=O)c2ccc(C)c(F)c2)CC1
-5% | Cn1nc(C(=O)N2CCC(c3n[nH]c(=O)n3-c3ccccc3)CC2)c2ccccc21
15% | Cn1c(=O)c2c(ncn2CC(=O)Nc2ccc(F)c(F)c2)n(C)c1=O
13% | CCN1C(=O)C2(CCN(S(=O)(=O)c3cccc(OC)c3)CC2)c2ccccc21
-5% | Cc1ccc(CNC(=O)C2(CCO)CC23CCOCC3)o1 (stereo not drawn)
-5% | Cc1noc(C)c1S(=O)(=O)N1CCC(C(=O)NCCc2noc(C3CC3)n2)CC1
-9% | O=C(c1ccccc1)N1CCCC(c2nn(-c3ccc(Cl)cc3)c(=O)[nH]2)C1 (stereo not drawn)
13% | COc1ccc2nc(SCC(=O)Nc3ccccc3OC)[nH]c2c1
-26% | COCCNC(=O)CC(c1ccc(Cl)cc1)c1c[nH]c2ccc([N+](=O)[O-])cc12 (stereo not drawn)
? | COc1ccc(C(c2c(O)cc(C)n(Cc3ccco3)c2=O)N2CCCCC2)cc1OC (stereo not drawn)
-13% | COCC(=O)Nc1ncncc1-c1noc([C@@H]2CCCN2Cc2cc(OC)c(OC)c(OC)c2)n1
? | COc1ccc2c(c1)c1c(c(=O)n(-c3ccc(F)c(Cl)c3)c(=O)n1Cc1ccccc1C)n2C
? | CCCN1CCN(CC2=C(C(=O)OCC)C(c3ccc(OC(C)C)cc3)NC(=O)N2)CC1 (stereo not drawn)
35µM* | Cc1ccc(-c2cc3c(=O)n(CCNC(=O)c4ccc[nH]c4=O)ccn3n2)cc1C
-14% | Cc1ccc(C(=O)c2c(C)c(CCC#N)n3ccccc23)cc1

Additional entries:
KDM5B inh | mol
-2% | O=C(c1cc(-c2ccco2)[nH]n1)N1CCN(c2ccccc2)CC1
9% | CCOC(=O)c1sc(NC(=O)C2CC(=O)N(c3ccc(OC)cc3)C2)nc1C (stereo not drawn)
20% | CCOc1cccc(CNC)c1OCc1ccc(Cl)cc1
14% | C=Cc1ccc(COC(=O)c2cn(CC)c3nc(C)ccc3c2=O)cc1
? | CCOc1ccc(-n2cc(-c3ccccc3)c3c(NC4CCCC4)ncnc32)cc1
-14% | Oc1ccc(CCc2n[nH]c(=S)n2-c2ccc(F)cc2)cc1
20% | N#CCCCOC(=O)c1c[nH]c2ccccc12
i | CC[C@H](C)[C@H](NC(=O)CNC(=O)COc1cc2c(c3oc(=O)cc(C)c13)CCC(C)(C)O2)C(=O)O
-22% | CCOC(=O)C1(Cc2ccc(Cl)cc2)CCN(C(=O)c2ccc(C)s2)CC1
10% | COc1ccc(/C=N/NC(=O)Cn2ccnc2C)cc1OC
16% | Cc1ccccc1NC(=O)N1CCC(CCNC(=O)c2ccccc2)CC1
43%[activator][86.2 µM] | C#CCN(C)C(=O)C[C@@H]1CCNC[C@@H]1Cc1cc(COc2ccccc2)on1
25% | O=C(/C=C/c1ccccc1)c1ccc2oc3ccccc3c2c1
? | CC(C)Cn1cc(NC(=O)N2CCN(c3ccccc3F)CC2)c2ccccc2c1=O
? | CCc1nc(NC(=O)c2ccc(C#N)cc2)sc1C

(list continues)
KDM5B inh | mol
18% | O=C(CSc1nc2c(c(=O)n1CCc1ccccc1)SCC2)Nc1ccc(C(F)(F)F)cc1
21% | Cc1ccc(COc2c(Cl)cc(/C=C(/C#N)c3nc4ccc(C)cc4[nH]3)cc2Cl)cc1
11% | COC(=O)CC(NC(=O)Cc1cccc(OC)c1)c1cccs1 (stereo not drawn)
? | Cc1cc(C)c2c(N)c(C(=O)Nc3ccccc3C(F)(F)F)sc2n1
? | CC(=O)N1CCN(C(=O)c2ccc3c(c2)NC(C)(CCCCc2ccccc2)CO3)CC1 (stereo not drawn)
-9% | CC1CCC(NC(=O)c2ccc3c(c2)N(Cc2ccccc2F)C(=O)c2ccccc2S3=O)CC1 (stereo not drawn)
-16% | CC(C)(N)C(=O)N1CCC(n2nccc2NC(=O)c2cccc(F)c2)CC1
2% | CCOC(=O)Nc1ccc(NS(=O)(=O)c2cc(F)ccc2F)cc1
-12% | COc1ccc(-c2cc(N3CCC(NC(=O)Cc4ccccc4OC)CC3)n[nH]2)cc1
264%[activator] | COC(=O)c1[nH]c2ccc(C)cc2c1NC(=O)CCN1CCCC(C)C1 (stereo not drawn)
14% | COCc1ccc(CNC(=O)CC(C)(C)C)cc1
? | Cc1ccc(S(=O)(=O)c2nnn3c2nc(NCc2ccc4c(c2)OCO4)c2sccc23)cc1
10% | O=C(O)CNCc1ccccc1
32µM* | Cn1cc(CC(=O)N2CCCc3ncc(C(=O)Nc4cccc(F)c4)cc32)c2ccccc21
-5% | O=C(Oc1ccc2c(=O)c(Oc3ccc(F)cc3)coc2c1)c1ccccc1F

Other records follow:
KDM5B inh | mol
20% | O=C(COCc1nc2ccccc2c(=O)[nH]1)Nc1nc(-c2ccc3ccccc3c2)cs1
? | O=C(c1ccc(Cl)cc1)N1CC2(CCN(Cc3ccccn3)C2)Cc2ccccc21 (stereo not drawn)
? | COc1ccccc1N1CCN(c2ncnc3c2c(-c2ccccc2)cn3-c2cccc(Cl)c2)CC1
5%[149 µM] | COc1ccccc1C(=O)N1CCC(N2CCOCC2=O)CC1
35µM* | O=C1COc2ccc(-c3ccncc3)nc2CN1Cc1ccccc1
13% | Cc1cnc(CCNC(=O)Cn2c(=O)oc3ccccc32)n1C1CC1
23% | Cc1ccccc1C(=O)Nc1ccnn1C1CCN(Cc2cnn(C(C)C)c2)CC1
-10% | O=C(NCCc1ccccc1)C1CCN(c2cc(C(F)(F)F)ncn2)CC1
4% | COc1cc2c(cc1OC)C(CNC(=O)c1ccc(Cl)cc1)N(C(=O)Nc1ccccc1)CC2 (stereo not drawn)
-3% | CC(=O)c1ccc(OC(=O)c2ccccc2F)cc1OC(=O)c1ccccc1F
18% | COc1ccc(N2Cc3nc(=O)n(CC(=O)NCc4ccccc4)n3C2=O)cc1
-18% | CCOC(=O)N1CCC(NC(=O)CC2C(=O)NCCN2Cc2ccccc2)CC1 (stereo not drawn)
-18%[86.2 µM] | CC1(NC(=O)C2CC2)CN(Cc2nc(-c3ccccc3OCc3ccccc3)cs2)C1

Taken from above:
Result of O=C(NCCc1ccccc1)C1CCN(c2cc(C(F)(F)F)ncn2)CC1 under KDM5B inh: -10%
Result of Cc1ccccc1C(=O)Nc1ccnn1C1CCN(Cc2cnn(C(C)C)c2)CC1 under KDM5B inh: 23%
Result of CC(=O)c1ccc(OC(=O)c2ccccc2F)cc1OC(=O)c1ccccc1F under KDM5B inh: -3%

From PubChem
